mcGAS inh – inhibitors of mouse cGAS; recombinant cGAS, Kinase-Glo ATP depletion luminescence; inhibition, % at 12.5 µM; 0.15% of 160,000 active; AID 1259399;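 also: 0% = negative control wells and 100% = reference inhibitor with no enzyme activity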
hcGAS lum – human cGAS inhibition | AID 1259398 | Q8N884 | inhibition, % at 12.5 µM | 0.081% of 290,000 active | recombinant h-cGAS, ATP depletion, Kinase-Glo luminescence;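 also: 0% = vehicle reaction and 100% = reaction without DNA for no activity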
Target sequence (Q8N884 whole entry, looked up): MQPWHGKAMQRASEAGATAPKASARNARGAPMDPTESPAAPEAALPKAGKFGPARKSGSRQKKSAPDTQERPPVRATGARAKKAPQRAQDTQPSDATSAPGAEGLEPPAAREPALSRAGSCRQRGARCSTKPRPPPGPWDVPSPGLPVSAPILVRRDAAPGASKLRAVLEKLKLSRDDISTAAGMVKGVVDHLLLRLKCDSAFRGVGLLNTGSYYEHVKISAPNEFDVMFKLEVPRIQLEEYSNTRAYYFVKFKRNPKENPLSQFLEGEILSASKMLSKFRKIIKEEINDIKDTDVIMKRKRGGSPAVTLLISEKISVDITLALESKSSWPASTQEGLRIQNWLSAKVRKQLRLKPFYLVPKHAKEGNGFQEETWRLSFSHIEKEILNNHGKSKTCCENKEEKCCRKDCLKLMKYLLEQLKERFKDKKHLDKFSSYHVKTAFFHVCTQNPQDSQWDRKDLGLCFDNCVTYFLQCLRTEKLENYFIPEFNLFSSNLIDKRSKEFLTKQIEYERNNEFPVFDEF
NPYLR7 agonist – mosquito NPYLR7 agonism; HEK293T NPYLR7/Galpha15, GCaMP6s calcium fluorescence; activation, % at 10 µM; 0.15% of 270,000 active; AID 1259423; in the data active = activation above about 40%;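 also: 0% = vehicle and 100% = reference agonist at the receptor; some compounds past the cut are filed as inactive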
The depositor's hits bear a star; · = not tested or not shown; & = joins results of further samples. Rule as the data show it, unless noted: active = inhibition above about 40%; inactive = the rest.

Molecule | mcGAS inh | hcGAS lum | NPYLR7 agonist
Cc1ccc(S(=O)(=O)N2CCN(c3ccccc3O)CC2)cc1 | -9 | -11 | 10
CCc1ccc(C2C(C#N)C(=N)SC(=N)C2C#N)cc1 (stereo not given) | · | -1 | 1
COc1ccc(CCNC(=O)COc2ccc(SC)cc2)cc1 | 1 | -4 | 0
CCSCCOC(=O)C1=C(C)N(C)C(=O)NC1c1ccc(Cl)c(Cl)c1 (stereo not given) | · | -3 | 6
Cc1ccc(C(=O)N2CCN(Cc3ccc(-c4noc(-c5ccccc5)n4)cc3)CC2)c(Cl)n1 | -6 | -7 | 5
CC(C)=C1C2CCC1C(C(=O)Nc1ccon1)C2C(=O)O (stereo not given) | · | -8 | -15
CSc1nnc2c(n1)OC(c1cccc(O)c1)Nc1ccccc1-2 (stereo not given) | -6 | -1 | -8
CC1=NN(c2ccc(Cl)c(Cl)c2)C(=O)/C1=C/c1ccc(Br)cc1 | 3 | 1 | -5

Molecule | mcGAS inh | hcGAS lum | NPYLR7 agonist
O=C(C1=COCCO1)N(Cc1cccnc1)c1nc2c(F)cccc2s1 | 1 | 1 | -6
COc1ccc(Cc2ncc3c(n2)CN(C(=O)C2CCC(=O)NC2)C3)cc1 (stereo not given) | -16 | -4 | 9
Cc1ccc(-c2cc3c(=O)n(Cc4nc(-c5ccc(OC(C)C)cc5)oc4C)ccn3n2)cc1C | -3 | -1 | -4
Cc1ccc(C)c(NC(=O)CN(C)C(=O)C(C)NC(=O)OCc2ccccc2)c1 (stereo not given) | · | -11 | 9
Cc1nc(NC(=O)c2c(-c3ccccc3)c(-c3ccccc3)n[nH]c2=O)sc1C | -5 | -3 | -8
Cc1ccc(NC(=O)N(Cc2cccc(OS(=O)(=O)c3ccc(F)cc3)c2)C(C)C)cc1C | -6 | -8 | -2
CSCCC1NC(=O)c2ccccc2N(CC(=O)N(C)CCc2ccccc2)C1=O (stereo not given) | · | -6 | 1
COCCCNCc1csc(COc2ccc(C)c(C)c2)n1 | · | -3 | 25

Molecule | mcGAS inh | hcGAS lum | NPYLR7 agonist
O=C(Nc1nc2ncccc2cc1-c1ccccc1)C1CCCCC1 | -7 | -6 | 0
Cc1ccc(C(=O)Nc2cc(Cl)ccc2N2CCN(C)CC2)cn1 | · | -11 | 2
CC(=O)Nc1ccc(C=C2N=C(c3ccc(F)cc3)OC2=O)cc1 | · | 2 | 0
COc1ccc(Cc2nn3c(SCC(=O)Nc4ccc(C)cc4)nnc3[nH]c2=O)cc1 | -7 | -4 | -1
O=C(Cn1cnc2sccc2c1=O)c1ccc(Cl)s1 | -6 | -1 | 1
Nc1cnn(-c2ccc(C(F)(F)F)cc2)c1 | · | -1 | -4
CC(C)CCn1c(N2CCN(Cc3ccc(Br)cc3)CC2)nc2c1c(=O)[nH]c(=O)n2C | · | -4 | 0
CCOC(=O)N1CCN(C(=O)CSc2ccc3nnc(-c4cccnc4)n3n2)CC1 | -9 | -6 | 1

Molecule | mcGAS inh | hcGAS lum | NPYLR7 agonist
CC(C)CNc1ccc2c(n1)C(=O)N([C@H](C)C(=O)NCC1CCCCC1)C2 | · | -9 | 5
CCc1cc(C)cc(OCCOc2ccccc2/C=N\n2cnnc2)c1 | -6 | 0 | -1
O=c1cc(CSc2nncs2)nc2sccn12 | -5 | -4 | 0
O=c1[nH]c(-c2ccc3c(c2)OCCO3)nc2sc(-c3ccccc3)cc12 | · | 2 | 6
CC/C=C(/C)C(=O)Nc1ccccc1OCCN1CCN(C)CC1 | · | 8 | 3
CCOC1(c2ccc(OC)cc2)N=C2ON=CN=C2N1OCC(=O)c1ccc(OC)cc1 (stereo not given) | · | 3 | -1
CCCc1ncncc1C(=O)N1CCCC2(CNC(=O)O2)C1 (stereo not given) | 0 | 0 | -1
CN1CCN(C(=O)C2(c3ccc(F)cc3)CC2)CC1=O | -12 | -8 | ·

Molecule | mcGAS inh | hcGAS lum | NPYLR7 agonist
COc1cccc(Nc2nn(-c3ccc(F)cc3)c(=S)s2)c1 | -6 | -5&-2 | 10&-1
COc1ccc(CCN(Cc2ccc(C)o2)C(=O)CN(CCN2CCCC2)C(=O)c2ccc(Cl)cc2Cl)cc1OC | -4 | -4 | 1
COc1ccc(-c2nc(N)nc(C(F)(F)F)c2-c2csc(C)n2)c(O)c1 | -4 | -1 | -8
Cc1ccc(-c2csc(-n3nc(C)cc3NC(=O)c3ccc(F)cc3)n2)cc1 | -9 | -5 | -8
CSc1ccc(/C=N\NC(=O)CSc2nnc(-c3ccc(Cl)cc3)n2-c2ccccc2)cc1 | -8 | -3 | -4
O=C(OCc1nnnn1-c1ccccc1)C1CC2CCCC(C1)C2=O (stereo not given) | · | -3 | 1
O=C(c1ccco1)N(Cc1ccccn1)CC1CCCO1 (stereo not given) | -7 | -2 | -4
CCCn1c(=O)c2c(nc3n2CC(C)CN3c2cccc(Cl)c2)n(C)c1=O (stereo not given) | -5 | -7 | 11

Complete entries as entered above.
Profile of `O=C(OCc1nnnn1-c1ccccc1)C1CC2CCCC(C1)C2=O` (stereo not given) : mcGAS inh = ·; hcGAS lum = -3; NPYLR7 agonist = 1
Profile of `COc1ccc(CCN(Cc2ccc(C)o2)C(=O)CN(CCN2CCCC2)C(=O)c2ccc(Cl)cc2Cl)cc1OC` : mcGAS inh = -4; hcGAS lum = -4; NPYLR7 agonist = 1

The results go on.
Molecule | mcGAS inh | hcGAS lum | NPYLR7 agonist
CCCSc1nsc(SCCC)c1C#N | -3 | 3 | 10
CCC(CO)NCc1ccc(-c2ccccc2)cc1 (stereo not given) | · | -7 | -16
Cc1nc(-c2ccsc2)sc1C(=O)N1CCC(C(=O)NC2CCCCC2)CC1 | -16 | -5 | 2
CN(C)c1ccc(-c2nc3ccc(Br)cn3c2NC2CCCCC2)cc1 | -7&-5 | -4&-9 | -2&32
O=C(OCc1cc2c(cc1Br)OCO2)C1CC2CCCC(C1)C2=O (stereo not given) | · | -4 | 12
Cn1cc(C(=O)NCc2ccc(Cl)cc2)c2[nH]c(=O)n(-c3ccc(F)cc3)c(=O)c21 | · | -7 | 5
O=C(NCc1cn2c(n1)SCC2)c1cn(Cc2c(F)cccc2F)nn1 | · | -6 | 1
CC(=O)N1CCN(C(=O)c2cc(-c3ccc(F)cc3)nc3cc(-c4ccccc4)nn23)CC1 | -5 | -8 | -13

Molecule | mcGAS inh | hcGAS lum | NPYLR7 agonist
COCCNC(=O)c1nn(-c2ccc(Cl)cc2)c(=O)n(Cc2cccc(OC)c2)c1=O | 1 | 1 | -9
COC(=O)C(NC(=O)N1CCC(CC(=O)N2CCCCC2)CC1)C(C)C (stereo not given) | -5 | -10 | ·
O=C(/C=C/c1cccs1)N(Cc1cccnc1)c1nc2ccc(F)cc2s1 | 3 | 4 | -24
C/C=C(\C)C(=O)N1CCC(c2nc(-c3ccc(OC)cc3)no2)CC1 | -8 | -8 | -4
CCOc1ccccc1CN1CCNC(=O)C1CC(=O)N1CCc2sccc2C1 (stereo not given) | · | 1 | 6
CC1(C)CC(=O)C=C(NCCCN2CCCC2=O)C1 | -3 | -1 | 4
COc1ccc(OC(F)(F)F)cc1CC1(C)C(=O)Nc2ccc(-c3cccc(N(C)C)c3)cc21 (stereo not given) | -4 | -1 | 3
O=C1CN(C(=O)COc2ccccc2)CC(O)CN1CCCc1ccccc1 (stereo not given) | -4 | -5 | 27

Molecule | mcGAS inh | hcGAS lum | NPYLR7 agonist
CCOc1cccc(NC(=O)C2CC(=O)N(C)C(=Nc3cccc(F)c3)S2)c1 (stereo not given) | -1 | 0 | -1
COC(=O)C1=C(C)N(C)C(=O)NC1c1ccccc1Br (stereo not given) | · | 1 | 1
O=C(c1ccccc1)C1C2CC3OC(=O)C1C3C2 (stereo not given) | · | -1 | -8
COCc1cc(C)nc(OCC(=O)N/N=C\c2cc(Cl)cc(Cl)c2O)c1C#N | 1 | 2 | 15
COc1ccc(NC(=Nc2nc(C)c(Cc3ccccc3)c(=O)[nH]2)NC(=O)c2ccccc2)cc1 | -7 | -1 | -10
Cc1ccc(S(=O)(=O)C2(C(=O)NCc3nccs3)CCC2)cc1 | -17 | -8 | -2
Cn1cccc1C(=O)NCC(=O)N1CCC(Cc2ccccc2)CC1 | -8 | -15 | 1
CC1=NC2=C(C(=O)CC(c3ccccc3)C2)C(c2ccccc2)C1C(=O)OC1CCCCC1 (stereo not given) | -7 | -5 | 0

Molecule | mcGAS inh | hcGAS lum | NPYLR7 agonist
COc1ccc(CNC(=O)c2ccc(-n3nc(-c4cccc(C)c4)cc3N)cc2)cc1 | -7 | -5 | -7
CN(C)[C@@H]1C[C@@H](CO)N(C(=O)c2cc(-c3cccnc3)nc3ccccc23)C1 | · | -6 | 7
CC(C)OCCC(=O)NCC(C)Oc1ccccc1 (stereo not given) | · | -6 | 4
Cc1ccc(S(=O)(=O)N(Cc2c(-c3cccc(C)c3)noc2N2CCOCC2)CC2CCCO2)cc1 (stereo not given) | -4 | -5 | 6
Cc1cccnc1N1CCN(Cc2cnc(CC3CCCC3)[nH]2)CC1 | · | -6 | -4
Nc1cc(SC(F)(F)C(F)(F)C(F)(F)F)cc2c1OCC(=O)N2 | · | 0 | -18
O=C(CSc1nnc(CCn2ccc(=O)[nH]c2=O)o1)NCc1ccc(F)cc1 | -7 | -7 | -1
COC(=O)c1ccc(NCC(Nc2ccccc2)C(C)C)nn1 (stereo not given) | · | -2 | -1

Molecule | mcGAS inh | hcGAS lum | NPYLR7 agonist
O=C1NC(=O)C(Nc2ccc(Br)cc2)S1 (stereo not given) | · | -7 | 6
CCCNC(=O)CCCN(C)S(=O)(=O)c1ccc(F)cc1 | -17 | -6 | 6
C=CCN(CC1CC(c2ccc(C)cc2)=NO1)C(=O)NC(C)C (stereo not given) | -11 | -6 | ·
C=CCN(Cc1ccc(Cl)s1)C(=O)CC(O)(c1ccccc1)C1CC1 (stereo not given) | · | -5 | 5
CCC1CCCCN1C(=O)c1cc2nc(-c3ccccc3)cc(C(F)(F)F)n2n1 (stereo not given) | -6 | 5 | 3
CCOCCn1c(=NC(=O)c2ccnn2C)sc2cc(NC(C)=O)ccc21 | -6 | -2 | ·
CCOC(=O)c1cc(-c2ccc(CC)cc2)n(-c2ccc(C(=O)NCCCN(C)C)cc2)n1 | -6 | -3 | 5
COc1ccc(S(=O)(=O)NCCCN2CCOCC2)cc1N1CCN(C(=O)C=C(C)C)CC1 | 1 | 1 | -1

Molecule | mcGAS inh | hcGAS lum | NPYLR7 agonist
COc1nc(-c2ccc(Cl)c(Cl)c2)n(-c2ccc(NC(=O)C(Cl)Cl)cc2)n1 | -3 | -2 | 6
Cc1ccc(NCCNC(=O)c2sc(-c3ccccc3)nc2C)nn1 | -11 | -6 | -15
CN(Cc1ccnc2ccccc12)C(=O)[C@@H]1CCCCN1 | -12 | -6 | 7
CC(C)(C)c1cc(C(C)(C)C)c(OCCBr)cc1OCCO | · | 1 | 8
CC1C(=O)N(c2cccc(C(F)(F)F)c2)CCN1C(=O)C1CC1 (stereo not given) | -3 | -3 | -2
c1csc(-c2noc(CSc3nnnn3C3CC3)n2)c1 | · | -8 | 9

Structures above that have fluorine:
Molecule | mcGAS inh | hcGAS lum | NPYLR7 agonist
O=C(C1=COCCO1)N(Cc1cccnc1)c1nc2c(F)cccc2s1 | 1 | 1 | -6
Cc1ccc(NC(=O)N(Cc2cccc(OS(=O)(=O)c3ccc(F)cc3)c2)C(C)C)cc1C | -6 | -8 | -2
CC(=O)Nc1ccc(C=C2N=C(c3ccc(F)cc3)OC2=O)cc1 | · | 2 | 0
Nc1cnn(-c2ccc(C(F)(F)F)cc2)c1 | · | -1 | -4
CN1CCN(C(=O)C2(c3ccc(F)cc3)CC2)CC1=O | -12 | -8 | ·
COc1cccc(Nc2nn(-c3ccc(F)cc3)c(=S)s2)c1 | -6 | -5&-2 | 10&-1
COc1ccc(-c2nc(N)nc(C(F)(F)F)c2-c2csc(C)n2)c(O)c1 | -4 | -1 | -8
Cc1ccc(-c2csc(-n3nc(C)cc3NC(=O)c3ccc(F)cc3)n2)cc1 | -9 | -5 | -8
Cn1cc(C(=O)NCc2ccc(Cl)cc2)c2[nH]c(=O)n(-c3ccc(F)cc3)c(=O)c21 | · | -7 | 5
O=C(NCc1cn2c(n1)SCC2)c1cn(Cc2c(F)cccc2F)nn1 | · | -6 | 1
CC(=O)N1CCN(C(=O)c2cc(-c3ccc(F)cc3)nc3cc(-c4ccccc4)nn23)CC1 | -5 | -8 | -13
O=C(/C=C/c1cccs1)N(Cc1cccnc1)c1nc2ccc(F)cc2s1 | 3 | 4 | -24
COc1ccc(OC(F)(F)F)cc1CC1(C)C(=O)Nc2ccc(-c3cccc(N(C)C)c3)cc21 (stereo not given) | -4 | -1 | 3
CCOc1cccc(NC(=O)C2CC(=O)N(C)C(=Nc3cccc(F)c3)S2)c1 (stereo not given) | -1 | 0 | -1
Nc1cc(SC(F)(F)C(F)(F)C(F)(F)F)cc2c1OCC(=O)N2 | · | 0 | -18
O=C(CSc1nnc(CCn2ccc(=O)[nH]c2=O)o1)NCc1ccc(F)cc1 | -7 | -7 | -1
CCCNC(=O)CCCN(C)S(=O)(=O)c1ccc(F)cc1 | -17 | -6 | 6
CCC1CCCCN1C(=O)c1cc2nc(-c3ccccc3)cc(C(F)(F)F)n2n1 (stereo not given) | -6 | 5 | 3
CC1C(=O)N(c2cccc(C(F)(F)F)c2)CCN1C(=O)C1CC1 (stereo not given) | -3 | -3 | -2

Screening results deposited in PubChem BioAssay by Fisher Drug Discovery Resource Center.
